PGC1a acetyl inh: lowers PGC1a acetylation signal in U2OS cells | inhibition, % at 15.6 µM | AlphaScreen anti-acetyl-lysine; with virally co-expressed GCN5 acetyltransferase | 350,000 compounds, 0.17% hits | AID 651687;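 active means every replicate shows inhibition of at least 40%; inconclusive means mean inhibition at least 40% but some replicate below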;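 further: 0% = neutral control wells and 100% = positive control wells; some results beyond the cut were filed as inactive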
LGR2 inh: inhibitors of bursicon-induced Drosophila LGR2 receptor cAMP signaling. HEK293 LGR2, CRE-luciferase, bursicon-stimulated, 4 h. inhibition, % at 9.99 µM. 380,000 compounds, 0.35% hits;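 active means drop in luminescence signal, shown as inhibition above about 50% in the replicate tests, limit read from the data, passing the limit was not always enough; inconclusive means probably only some replicates passing the limit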;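 further: agonist challenge used bursicon conditioned medium at about half maximal strength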
FN deposition inh: fibronectin deposition inhibition | AH1F fibroblasts, Alexa488-fibronectin deposition fluorescence, overnight | inhibition, % at 12.6 µM | 350,000 compounds, 0.086% hits | AID 743247;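 active means mean inhibition across replicates of 30% or more, regardless of how many single replicates reach that level; inconclusive means mean under 30% yet at least half of replicates reach 30%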;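 further: positive control wells lacked labelled fibronectin entirely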
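test system = AH1F fibroblasts assembling fluorescent fibronectin matrix | quantity = 10000 AH1F cells per well | buffer or medium = DMEM plus 2% serum, read in PBS | doses = single dose, pinned | incubation = 1 h cell attachment, overnight exposure to compound and label | detection = fluorescence at 485 nm excitation, 525 nm emission | read-out basis = inhibition from reduced deposited-fibronectin fluorescence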
ERAP1 HTS inh: inhibitors of human ERAP1 aminopeptidase; 340,000 compounds, 0.15% hits; recombinant ERAP1, Leu-AMC fluorescence, 60 min; inhibition, % at 10.7 µM; Q9NZ08;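 active means mean replicate inhibition of at least 30%, or all replicates individually reaching that 30% level; inactive means mean below 30% and not every replicate reaching it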;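 further: 0% = neutral control wells and 100% = L-leucinethiol positive control wells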
Target sequence (Q9NZ08 whole entry, looked up): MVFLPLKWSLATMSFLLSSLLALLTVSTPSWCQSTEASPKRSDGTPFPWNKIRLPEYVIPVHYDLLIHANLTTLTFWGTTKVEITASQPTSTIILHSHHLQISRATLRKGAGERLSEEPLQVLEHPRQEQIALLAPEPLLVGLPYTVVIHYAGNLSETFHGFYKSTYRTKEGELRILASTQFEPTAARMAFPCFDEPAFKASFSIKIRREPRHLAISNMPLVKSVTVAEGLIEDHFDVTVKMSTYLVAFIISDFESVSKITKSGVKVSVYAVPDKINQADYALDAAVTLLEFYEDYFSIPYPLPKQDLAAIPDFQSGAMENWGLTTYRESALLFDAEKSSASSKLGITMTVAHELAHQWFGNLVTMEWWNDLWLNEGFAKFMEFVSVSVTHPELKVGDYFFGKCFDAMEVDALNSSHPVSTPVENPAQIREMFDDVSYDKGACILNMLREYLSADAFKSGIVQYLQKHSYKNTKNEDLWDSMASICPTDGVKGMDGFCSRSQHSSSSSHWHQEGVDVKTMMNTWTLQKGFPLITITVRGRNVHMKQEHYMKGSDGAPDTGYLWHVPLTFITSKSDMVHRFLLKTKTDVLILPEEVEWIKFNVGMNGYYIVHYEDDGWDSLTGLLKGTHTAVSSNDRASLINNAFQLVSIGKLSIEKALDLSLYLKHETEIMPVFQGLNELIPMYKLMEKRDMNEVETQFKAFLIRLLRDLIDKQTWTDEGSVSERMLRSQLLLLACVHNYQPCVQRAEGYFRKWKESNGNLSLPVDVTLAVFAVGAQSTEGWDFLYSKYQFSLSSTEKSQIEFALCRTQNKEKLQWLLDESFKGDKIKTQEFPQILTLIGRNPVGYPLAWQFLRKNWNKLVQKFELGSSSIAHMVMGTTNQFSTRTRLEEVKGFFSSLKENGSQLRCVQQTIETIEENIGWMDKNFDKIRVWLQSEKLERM
PglD inh: blocks C. jejuni PglD acetyltransferase activity. purified PglD enzyme, DTNB colorimetric CoA detection. inhibition, % at 12.5 µM. 360,000 compounds, 0.098% hits. AID 602405; in the data active means inhibition above about 16%, passing the limit was not always enough; inconclusive means no clear call, values can overlap the other calls; further: strong numbers were not always called active
PAX8 reporter: lowers PAX8-driven luciferase in RMG-I cells. 360,000 compounds, 1.2% hits. RMG-I TPO-luciferase reporter, SteadyGlo, 24 h. inhibition, % at 12.6 µM;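 active means mean replicate inhibition at least 60% with every replicate also reaching 60%; inconclusive means only one of the two criteria is met; inactive means mean below 60% and not all replicates reaching 60%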;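 further: luciferase light reporting Pax8 driven TPO promoter activity; plate controls were median of neutral control wells for no effect and mitoxantrone controls for full effect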
EWS-Fli inh: inhibitors of EWS/Fli oncoprotein transcriptional activity; A673 NR0B1-luciferase reporter, viability-normalised; inhibition, % at 12.6 µM; 350,000 compounds, 0.67% hits; AID 651661;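 active means mean inhibition of at least 50% after viability correction, with every replicate also passing that limit; inconclusive means mean reaches 50% but only one of two replicates passes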;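 further: firefly luciferase signal divided by Alamar Blue viability fluorescence both relative to DMSO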
S100A4 inh HTS: inhibitors of human S100A4 binding to myosin IIA peptide | inhibition, % at 10.7 µM | P26447 | 360,000 compounds, 0.14% hits | S100A4/TAMRA-MyoIIA peptide fluorescence polarization;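 active means mean inhibition of at least 70% across replicates, with every replicate also reaching that level; inconclusive means mean inhibition reaches 70% but some replicates fall short; inactive means mean inhibition below 70%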
Target sequence (P26447 whole entry, looked up): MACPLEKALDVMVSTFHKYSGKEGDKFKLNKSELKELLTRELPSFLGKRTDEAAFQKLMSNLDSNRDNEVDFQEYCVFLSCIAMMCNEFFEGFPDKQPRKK
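Test system: S100A4 monomer protein; Medium: HEPES pH 7.2 with CaCl2, KCl, NaCl, DTT, Triton; Probe or stimulus: TAMRA-labelled myosin IIA heavy-chain peptide probe, 5 nM; Doses: one dose per compound; Times: polarization read 5 min after assay mix addition, stable 5–60 min; Benchmarks: neutral control DMSO, positive control TFP.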
An asterisk follows results filed as active; ? = inconclusive; nt = not tested or not shown.

Labels used below: A = PGC1a acetyl inh; B = LGR2 inh; C = FN deposition inh; D = ERAP1 HTS inh; E = PglD inh; F = PAX8 reporter; G = EWS-Fli inh; H = S100A4 inh HTS
Clc1ccc(-c2cc(CN3CCOCC3)no2)cc1
  A: nt	B: -45	C: 2	D: 5	E: 3	F: -85	G: -19	H: -1

COC(=O)N(C)C[C@@H]1OCc2ccccc2-c2ccccc2C(=O)N([C@@H](C)CO)C[C@@H]1C
  A: 4	B: -9	C: 0	D: 2	E: -3	F: nt	G: -13	H: 12

C/C=C/C=C\C(=O)Nc1cccc(C2=NOC3(C2)C[C@@H](C(N)=O)N(C(=O)c2cc([N+](=O)[O-])cc([N+](=O)[O-])c2C)C3)c1 (stereo not given in full)
  A: 4	B: -1	C: 30	D: -1	E: 1	F: -18	G: -10	H: 1

CN1c2ccc(C#Cc3cccnc3)cc2[C@@H]2[C@@H](CCN2C(=O)Cc2cccnc2)[C@H]1CO
  A: -9	B: -10	C: 18	D: nt	E: 1	F: -6	G: -4	H: -2

CCN(CC(=O)Nc1c(F)cccc1F)C(=O)c1nn(C)c(=O)c2ccccc12
  A: 5	B: 6	C: -4	D: -2	E: -1	F: 6	G: -4	H: -5

CCCNC(=O)Nc1ccc2c(c1)C(=O)N(C)C[C@H](OC)[C@@H](C)CN(Cc1ccccn1)[C@@H](C)CO2
  A: -16	B: 7	C: -7	D: nt	E: 2	F: 21	G: 13	H: nt

NC(=O)CSc1nnc(Cc2cccs2)n1C1CCCCC1
  A: -8	B: nt	C: -1	D: nt	E: -1	F: -8	G: nt	H: nt

C[C@H]1CN([C@@H](C)CO)C(=O)Cc2cc(NC(=O)Cc3ccccc3)ccc2O[C@H]1CN(C)S(=O)(=O)c1ccc(F)cc1
  A: 3	B: -2	C: -4	D: 0	E: 2	F: 6	G: 2	H: -11

CCCCC(=O)N(Cc1ccc(F)cc1)C1CCS(=O)(=O)C1 (stereo not given)
  A: -17	B: -4	C: 0	D: nt	E: -1	F: -13	G: 3	H: -5

CCCc1[nH]nc2c1C(C1CC=CCC1)C(C#N)=C(N)O2 (stereo not given)
  A: nt	B: 27	C: -3	D: -3	E: nt	F: 5	G: -11	H: -2

CO[C@@H]1CN(C)C(=O)c2ccc(NS(=O)(=O)CC(F)(F)F)cc2OC[C@H](C)NC[C@@H]1C
  A: -2	B: 9	C: 2	D: nt	E: -5	F: -13	G: 7	H: 3

CCc1ccc(N(C(=O)Cn2nnc(-c3ccccc3)n2)C(C(=O)NC2CCCCC2)c2ccccn2)cc1 (stereo not given)
  A: -2	B: 6	C: -4	D: nt	E: 4	F: 12	G: nt	H: nt

CC(C)C[C@H]1CNC(=S)N1C[C@H]1CCCN1C[C@H](Cc1ccc(O)cc1)N1C[C@H](CC(C)C)N(CC2CCCCCC2)C1=S
  A: -5	B: -6	C: -6	D: 3	E: -4	F: 17	G: 26	H: 4

Cc1noc(C)c1NC(=O)N(C)C[C@@H]1Oc2ccc(NS(=O)(=O)c3cn(C)cn3)cc2C(=O)N([C@@H](C)CO)C[C@@H]1C
  A: ?	B: 6	C: -7	D: 2	E: 6	F: nt	G: -3	H: 4

O=C(c1ccc2c(c1)OCO2)N1CC[C@@H]2[C@H](CO)Nc3ccc(-c4ccccc4)cc3[C@@H]21
  A: 5	B: 8	C: 3	D: -1	E: -2	F: -24	G: -3	H: 14

CCN(c1ccccc1)S(=O)(=O)c1ccc(C(=O)N(C)CCc2ccc(OC)c(OC)c2)cc1
  A: nt	B: -11	C: 1	D: 0	E: -2	F: -13	G: nt	H: 0

COc1ccc(S(=O)(=O)N(C)CC(=O)Nc2ccc(C(F)(F)F)cc2)cc1Cl
  A: 8	B: -2	C: 0	D: nt	E: -2	F: nt	G: nt	H: nt

COCC(C)n1c(C)cc(C(=O)COC(=O)c2c(C)nn(-c3ccccc3)c2C)c1C (stereo not given)
  A: -14	B: nt	C: -5	D: nt	E: 0	F: 5	G: nt	H: nt

Cc1cc(N2CCC(C(=O)NCC3CC3)CC2)nc(-c2ccccc2)n1
  A: -3	B: nt	C: -6	D: nt	E: -2	F: 13	G: nt	H: nt

C[C@@H]1CN([C@H](C)CO)S(=O)(=O)c2ccc(-c3ccc(F)cc3)cc2O[C@@H]1CN(C)C(=O)Nc1ccccc1F
  A: 16	B: 27	C: nt	D: -1	E: -4	F: nt	G: 13	H: -2

Cc1ccc(C2CC2c2n[nH]c(=S)n2-c2ccc(Cl)cc2)cc1 (stereo not given)
  A: ?	B: -5	C: -1	D: nt	E: -7	F: nt	G: nt	H: nt

COc1ccc(NC(=O)C2CCCN2C(=O)Nc2ccccc2)cc1OC (stereo not given)
  A: -4	B: nt	C: 0	D: nt	E: -1	F: -17	G: nt	H: nt

Cc1nc(C(=O)NNC(=O)Nc2ccc(Cl)cc2)cs1
  A: -6	B: nt	C: -6	D: 0	E: nt	F: 16	G: 2	H: 24

O=C(O)CCCC[C@@H]1SC[C@@H]2NC(=O)N[C@@H]21
  A: -7	B: -12	C: nt	D: -2	E: 2	F: nt	G: -4	H: -6

CCN(C(=O)COC(=O)c1ccc(Cl)c(N)c1)C1CCS(=O)(=O)C1 (stereo not given)
  A: 6	B: 22	C: -1	D: -1	E: 6	F: -7	G: 18	H: 0

Some of the entries above in a different format.
Order of values – PGC1a acetyl inh	LGR2 inh	FN deposition inh	ERAP1 HTS inh	PglD inh	PAX8 reporter	EWS-Fli inh	S100A4 inh HTS
- Cc1cc(N2CCC(C(=O)NCC3CC3)CC2)nc(-c2ccccc2)n1
→ -3	nt	-6	nt	-2	13	nt	nt
- C[C@@H]1CN([C@H](C)CO)S(=O)(=O)c2ccc(-c3ccc(F)cc3)cc2O[C@@H]1CN(C)C(=O)Nc1ccccc1F
→ 16	27	nt	-1	-4	nt	13	-2

Some of the entries so far, bar-delimited.
molecule | PGC1a acetyl inh | LGR2 inh | FN deposition inh | ERAP1 HTS inh | PglD inh | PAX8 reporter | EWS-Fli inh | S100A4 inh HTS
CN1c2ccc(C#Cc3cccnc3)cc2[C@@H]2[C@@H](CCN2C(=O)Cc2cccnc2)[C@H]1CO | -9 | -10 | 18 | nt | 1 | -6 | -4 | -2
CCN(CC(=O)Nc1c(F)cccc1F)C(=O)c1nn(C)c(=O)c2ccccc12 | 5 | 6 | -4 | -2 | -1 | 6 | -4 | -5
CCCNC(=O)Nc1ccc2c(c1)C(=O)N(C)C[C@H](OC)[C@@H](C)CN(Cc1ccccn1)[C@@H](C)CO2 | -16 | 7 | -7 | nt | 2 | 21 | 13 | nt
NC(=O)CSc1nnc(Cc2cccs2)n1C1CCCCC1 | -8 | nt | -1 | nt | -1 | -8 | nt | nt

The list goes on.
Labels used below: A = PGC1a acetyl inh; B = LGR2 inh; C = FN deposition inh; D = ERAP1 HTS inh; E = PglD inh; F = PAX8 reporter; G = EWS-Fli inh; H = S100A4 inh HTS
COc1ccc(C(=O)N/N=C/c2ccc(OC)c(COc3ccc(F)cc3)c2)cc1
  A: nt	B: 3	C: nt	D: -2	E: -3	F: 1	G: -23	H: 4

COc1ccccc1CNC(=O)c1ccc(-c2ccccc2)cc1
  A: -12	B: -1	C: 7	D: 0	E: nt	F: 5	G: -20	H: 8

NS(=O)(=O)c1cccc2c1c([N+](=O)[O-])cc1nc(O)c(O)nc12
  A: -3	B: -12	C: -4	D: 11	E: 0	F: 15	G: -12	H: 5

C[C@@H]1CN([C@@H](C)CO)C(=O)c2cc(NC(=O)Nc3ccccc3)ccc2O[C@@H](C)CCCCO[C@H]1CN(C)Cc1ccc(Cl)c(Cl)c1
  A: 5	B: nt	C: 6	D: nt	E: nt	F: 81*	G: -7	H: nt

Cc1nn(-c2ccc(Cl)nn2)c(=O)c2ccccc12
  A: -2	B: -19	C: -5	D: -2	E: 1	F: -73	G: -50	H: -3

CC(C)[C@H](NC(=O)OC(C)(C)C)C(=O)NCC1CCC(C(=O)N[C@@H](Cc2ccccc2)C(=O)O)CC1 (stereo not given in full)
  A: 10	B: 1	C: 1	D: 1	E: -7	F: 16	G: 8	H: 2

Cc1ccc(CC2C(=O)N(c3ccccc3)C(=O)C2C)cc1 (stereo not given)
  A: nt	B: -16	C: -3	D: 2	E: 1	F: -21	G: 0	H: -6

Cc1ccc(S(=O)(=O)Nc2ccc3c(c2)C(=O)N([C@H](C)CO)C[C@H](C)[C@@H](CN(C)Cc2ccc4c(c2)OCO4)OCCCC[C@@H](C)O3)cc1
  A: nt	B: -7	C: -9	D: 1	E: -2	F: 2	G: -1	H: 1

COc1ccc(NC(=O)N2CCCCN3[C@@H](CO)[C@@H](c4ccc(-c5ccccc5F)cc4)[C@@H]3C2)cc1
  A: -26	B: -1	C: 11	D: 1	E: 2	F: 38	G: 30	H: -5

COc1ccc(CN(CC2CCC(C(=O)O)CC2)C(=S)Nc2ccc(C)c(Cl)c2)cc1 (stereo not given)
  A: nt	B: -2	C: 0	D: 6	E: -3	F: -15	G: -6	H: 30

O=C(Cc1ccccc1)N[C@@H]1CC[C@@H](CC(=O)N2CCCCC2)O[C@H]1CO
  A: 4	B: 12	C: 0	D: 0	E: 3	F: 0	G: 4	H: 17

CCC(C(=O)NC1CCCCC1)n1nc(C)c2c(C)n(-c3ccccc3)nc2c1=O (stereo not given)
  A: -7	B: -6	C: -8	D: -3	E: 0	F: -1	G: nt	H: 0

O=C(CSc1nc(C(F)(F)F)cc(=O)[nH]1)NCC1CCCO1 (stereo not given)
  A: nt	B: -17	C: 6	D: -2	E: 2	F: -41	G: 1	H: -1

O=C(Nc1ccc2oc(-c3ccccc3)nc2c1)c1ccco1
  A: nt	B: -34	C: -5	D: -1	E: nt	F: -196	G: -115	H: 2

O=[N+]([O-])c1ccc(C=CC=Cc2ccccc2)cc1
  A: -6	B: -78	C: -3	D: 0	E: -4	F: -193	G: -63	H: -18

Cc1nn(C2CCS(=O)(=O)C2)c(Cl)c1/C=C/C(=O)OCC(=O)c1cc(C)n(-c2ccc(F)cc2)c1C (stereo not given)
  A: 12	B: 19	C: -6	D: -3	E: nt	F: 34	G: 12	H: -3

CCCCN1CCN=C1Nc1ccccc1
  A: 8	B: -3	C: 5	D: -2	E: 3	F: -7	G: -1	H: -4

O=C(OCc1ccccc1Cl)C1CC(=O)N(Cc2ccco2)C1 (stereo not given)
  A: -14	B: 2	C: -8	D: -5	E: 3	F: 0	G: -5	H: -2

C[C@@H]1CCCCO[C@@H](CN(C)C(=O)Cc2ccccc2)[C@H](C)CN([C@H](C)CO)C(=O)c2cc(NS(=O)(=O)c3cn(C)cn3)ccc2O1
  A: -14	B: -13	C: nt	D: 0	E: 2	F: -3	G: -2	H: 11

C[C@@H]1CN([C@@H](C)CO)S(=O)(=O)c2ccc(-c3cccc(C#N)c3)cc2O[C@@H]1CN(C)C(=O)c1ccncc1
  A: 1	B: -5	C: nt	D: 2	E: 7	F: 2	G: -4	H: -1

COc1ccc(Cl)cc1C(=O)NNC(=O)c1nc2nc(C)cc(C)n2n1
  A: -3	B: 4	C: -3	D: nt	E: nt	F: -17	G: 4	H: -4

COCC(=O)N(C)C[C@@H]1Oc2ncc(C3=CCCC3)cc2C(=O)N([C@H](C)CO)C[C@H]1C
  A: 4	B: -3	C: nt	D: -1	E: 1	F: -26	G: -20	H: 8

Cc1nnc(SCC(=O)Nc2ccc(C(N)=O)cc2)n1-c1ccccc1
  A: nt	B: 13	C: 2	D: -2	E: 4	F: 9	G: -5	H: -1

Bioassay records (PubChem)
